# Screening results: PubChem, The Scripps Research Institute Molecular Screening Center
# ASK1 inh = inhibitors of human ASK1 kinase. Q99683. AlphaScreen MKK6 phosphorylation by ASK1, luminescence. inhibition, % at 7.44 µM. 22,000 compounds, 0.99% hits. AID 1159602; in the data active = inhibition above about 35%;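 note: 0% = median of compound wells and 100% = no enzyme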
# ULK1 primary = blocks human autophagy kinase ULK1; O75385; AlphaScreen Atg13 phosphorylation by ULK1, luminescence; inhibition, % at 5.96 µM; 30,000 compounds, 1.9% hits; AID 1259251; in the data active = inhibition above about 43%;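 note: 0% = median of compound wells and 100% = no enzyme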
# Target sequence (O75385 whole entry, looked up): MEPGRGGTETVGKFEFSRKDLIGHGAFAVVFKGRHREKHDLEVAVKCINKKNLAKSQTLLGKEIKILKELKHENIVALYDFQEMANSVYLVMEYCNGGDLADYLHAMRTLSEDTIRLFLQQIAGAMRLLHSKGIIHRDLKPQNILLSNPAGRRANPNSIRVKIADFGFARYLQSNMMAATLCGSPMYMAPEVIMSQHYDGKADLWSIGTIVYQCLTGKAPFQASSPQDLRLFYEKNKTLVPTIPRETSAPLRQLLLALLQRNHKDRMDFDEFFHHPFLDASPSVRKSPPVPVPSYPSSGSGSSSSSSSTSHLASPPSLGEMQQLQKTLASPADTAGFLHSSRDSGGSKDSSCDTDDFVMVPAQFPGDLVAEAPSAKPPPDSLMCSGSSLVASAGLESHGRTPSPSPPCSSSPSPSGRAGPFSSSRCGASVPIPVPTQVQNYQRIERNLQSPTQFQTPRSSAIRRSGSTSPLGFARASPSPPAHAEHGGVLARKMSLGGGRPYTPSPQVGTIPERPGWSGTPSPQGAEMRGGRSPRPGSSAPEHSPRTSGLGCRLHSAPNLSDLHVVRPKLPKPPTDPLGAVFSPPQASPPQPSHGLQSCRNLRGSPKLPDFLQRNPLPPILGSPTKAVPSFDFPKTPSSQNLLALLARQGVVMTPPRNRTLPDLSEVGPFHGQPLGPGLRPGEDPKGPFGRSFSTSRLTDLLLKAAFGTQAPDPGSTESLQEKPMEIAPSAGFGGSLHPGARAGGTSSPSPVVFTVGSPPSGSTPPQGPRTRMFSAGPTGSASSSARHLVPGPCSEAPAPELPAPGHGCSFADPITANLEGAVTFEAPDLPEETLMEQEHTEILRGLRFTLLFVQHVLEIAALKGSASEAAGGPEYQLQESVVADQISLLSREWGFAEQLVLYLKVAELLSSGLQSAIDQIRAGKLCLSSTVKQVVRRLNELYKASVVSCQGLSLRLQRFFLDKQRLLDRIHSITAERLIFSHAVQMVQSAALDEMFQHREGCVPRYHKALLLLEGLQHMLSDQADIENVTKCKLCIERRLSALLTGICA
# Starred values were filed as active, the others as inactive; . = no result given; & = joins results of further samples.
SMILES,ASK1 inh,ULK1 primary
c1ccc(CNc2nc(-c3ccc(N4CCOCC4)nc3)nc3c2ncn3C2CCCCC2)cc1,14,-7
O=C(Nc1ccc(Oc2ccc(Cl)cc2)c(Cl)c1)c1cc(I)cc(I)c1O,.,0
Cn1c(Nc2cc(NCc3cccc(C(F)(F)F)c3)ncn2)nc2ccccc21,-4,2
COc1ccc(-c2nc(Nc3ccc(Oc4ccccc4)cc3)c3cc(OC)c(OC)cc3n2)cc1,-5,-52
CCOc1cc(C(=O)Nc2ccc3c(c2)N(C)C(=O)C(C)(C)CO3)cc(OCC)c1OCC,.,-1
CC(C)[C@H](O)C(=O)N1CCCC(Nc2ccc3[nH]ncc3c2)C1 (some centres undefined),11,16
Cc1cc(NCCN2CCOCC2)nc(N2CCCC2CO)n1 (centres undefined),3,3
COc1cc2c(cc1OC)CN(C(=O)CCC(=O)O)CC2,.,5
COc1ccc(-c2nc(NCc3nc4ccccc4[nH]3)nc(OC)n2)cn1,-3,2
O=C(N/N=C/c1cc(Cl)ccc1O)c1cccs1,.,-6
Cc1ccnc(Nc2cccc3ncc(-c4ccc(NS(C)(=O)=O)cc4)cc23)c1,-17,-9
CCCCc1nnc(-c2cc3ccccc3n2CC#N)o1,.,-3
O=C(NC1CCN(Cc2ccccc2)CC1)c1ccnc(Nc2ccc3ncccc3c2)c1,-5,8
COc1cccc(CCC(=O)Nc2ccc(-c3cn[nH]c3)cc2)c1,-11,4
CC(C)N(CCNc1cc(NCc2ccc3c(c2)OCO3)nc(N)n1)C(C)C,2,4
CCNc1nc(Nc2cc(OC)c(OC)c(OC)c2)c2ncn(Cc3ccc(C(F)(F)F)cc3)c2n1,15,-47
O=C(CSc1nccn1Cc1ccccc1Cl)Nc1ccc2c(c1)OCO2,.,-7
O=C1CCCN1CCCNc1nc(Cl)nc2nc[nH]c12,8,3
O=C(NC1CC1)c1ccc(-c2nc(C(=O)NCCCN3CCCC3=O)cs2)cc1,-18,-3
O=C(Nc1ccc(-n2cc(-c3cnccn3)cn2)cc1)c1ccco1,.,0
CN(C)CCOc1cc(-c2cn[nH]c2)ccc1NC(=O)[C@@H]1COc2ccccc2O1,8,-4
CN(C)c1cccc(Nc2cc(C(=O)NCCN3CCOCC3)ccn2)c1,0,-7
O=C(O)c1cc(=O)[nH]c(=O)[nH]1,.,-2
Oc1ccc(CCNc2nc(Nc3ccc4ncccc4c3)nc3c2ncn3-c2ccsc2)cc1,17,1
O=C(Nc1ccc2nc(-c3ccco3)c(-c3ccco3)nc2c1)N1CCCC1,.,67*
# Next section.
SMILES,ASK1 inh,ULK1 primary
O=C(NCCc1ccc(O)cc1)c1ccc2nc(-c3ccccc3)sc2c1,8,3
O=C(Nc1ccc2[nH]ncc2c1)C1COc2ccccc2O1 (centres undefined),-16,10
O=C(NCc1ccccc1)c1csc(-c2ccccc2)n1,-34,-7
O=C1CCCN1CCn1cnc2c(Nc3ccccc3)nc(-c3ccccc3)nc21,-16,-20
FC(F)(F)Oc1cccc(-c2cc(NCc3cccc(C(F)(F)F)c3)ncn2)c1,-10,-20
O=C(NCc1cccnc1)c1ccc2nc(N3CCCC3CO)sc2c1 (centres undefined),-16,-3
O=C(NCCOc1ccccc1)c1cccc(NC2CCN(Cc3ccccc3)CC2)n1,2,-2
O=C(O)CCCn1cnc2ccccc2c1=O,.,-5
CCCNc1ncnc2c1nc(N1CCOCC1)n2C(C)C,3,9
Clc1ccc(-c2cnc(Nc3ccccc3)nc2)cc1,.,9
CC(C)N(CCNc1nc(N2CCOCC2)nc2nc[nH]c12)C(C)C,-3,6
CC(C)OC(=O)c1ccc2c(c1)C(=O)N(c1cccc([N+](=O)[O-])c1)C2=O,.,5
O=C(c1cccnc1)N1CCN(CC2CC=CCC2)CC1 (centres undefined),.,-9
Cc1nc2ccccc2c(=O)n1NC(=O)c1cc([N+](=O)[O-])cc([N+](=O)[O-])c1,.,5
O=C(NCc1nc2ccccc2[nH]1)c1ccc2nc(Nc3ccc(-n4ccnc4)cc3)sc2c1,8,3
O=C(N[C@@H]1CCc2ccccc21)c1cccc(-n2cc(NC(=O)C3CCc4ccccc43)cn2)c1 (some centres undefined),-4,-10
COc1nc(N)nc(-c2cccc(N)c2)n1,-11,-24
O=C(NCc1cccnc1)c1ccnc(-c2csc3ccccc23)c1,5,-7
CC(C)n1cnc2c(NCCO)nc(N3CCN(Cc4ccc5c(c4)OCO5)CC3)nc21,-3,8
COc1ccc(-c2nc(NCCOc3ccccc3)c3ncn(-c4ccsc4)c3n2)cn1,0,-9
Cc1ccc(CNC(=O)C(=O)NCCCOC(C)C)cc1,.,8
Cn1c(Nc2nc(NCc3cccc(C(F)(F)F)c3)c3ncn(-c4ccsc4)c3n2)nc2ccccc21,-7,-4
O=C(NCCOc1ccccc1)c1cccc(Nc2ccncc2)n1,-8,-6
CCCC(=O)N1CCCN(c2nc(N)c3cc(OC)c(OC)cc3n2)CC1,.,2&-17
CS(=O)(=O)Nc1ccc(-c2cnc3ccc4ccncc4c3c2)cc1,0,8
# (continued)
SMILES,ASK1 inh,ULK1 primary
COCOc1ccc2ccccc2c1C1=NOC(C(=O)Nc2cnn(C(C)(C)C)c2)C1 (centres undefined),-8,-7
COc1ccc(-c2nccc(NC3CCN(Cc4ccccc4)CC3)n2)cc1,-20,-30
CC(C)N(CCNC(=O)c1ccnc(-c2ccccc2)c1)C(C)C,-20,-13
CCN1CCN(c2c(Cl)cccc2NC(=O)c2cc(Br)c(Br)o2)CC1,-21,-2
FC(F)(F)c1ccc(Cn2cnc3c(NCc4cccc(C(F)(F)F)c4)nc(NC4CCN(Cc5ccccc5)CC4)nc32)cc1,21,-3
O=C(Nc1ccc2[nH]ncc2c1)[C@@H]1C[C@H](O)CN1C(=O)c1ccc(Br)cc1,13,-4
CN(C)[C@@H]1C(=O)C(C(=O)NCN2CCCC2)=C(O)[C@@]2(O)C(=O)C3=C(O)c4c(O)cccc4[C@@](C)(O)C3CC12 (some centres undefined),.,28
CCOc1ccc(-c2csc(/C(C#N)=C/Nc3ccc(C(N)=O)cc3)n2)cc1,.,0
CC(C)N(CCNc1nc(Nc2ccc(-n3ccnc3)cc2)nc2c1ncn2C1CCCCC1)C(C)C,-2,0
CC(C)N(CCNC(=O)C1CCN(c2ccc(Nc3cccc(N(C)C)c3)nn2)CC1)C(C)C,11,-10
Cc1cc(NCc2cccc(C(F)(F)F)c2)nc(Nc2ccnn2C)n1,8,-17
NC(=O)c1ccc(-c2cncc(C(=O)NCc3cccc(C(F)(F)F)c3)c2)cc1,2,-5
CC1(C)O[C@@H]2[C@@H](COC3(COS(N)(=O)=O)OC(C)(C)O[C@@H]23)O1 (some centres undefined),.,2
COc1ccc2c(c1)cc(C(=O)O)n2C,.,1
CC12CCC(C(=O)N(NC(=O)c3ccccc3O)C1=O)C2(C)C (centres undefined),.,13
COc1ccc2c(c1)CC(C(=O)Nc1ccc(-c3cn[nH]c3)cc1C(=O)N(C)OC)CO2 (centres undefined),-15,15
O=S(=O)(NCCc1csc(-c2cccc(F)c2)n1)c1cc(F)ccc1F,.,-3
CN1CCN(C(=O)c2ccc(-c3nccc(Nc4ccccc4)n3)cc2)CC1,-16,8
CC(C)n1cnc2c(Nc3ccc(N4CCOCC4)cc3)nc(N3CCN(Cc4ccc5c(c4)OCO5)CC3)nc21,41*,4
COc1ccc(CCNc2nc(-c3ccc(N4CCOCC4)nc3)nc3c2ncn3-c2ccsc2)cc1,2,-4
COCc1nc2ccsc2cc1C(=O)OC,.,2
CN1[C@@H]2CC[C@H]1CC(NC(=O)c1cccc(-n3cc(NC(=O)Cc4ccccc4)cn3)c1)C2 (some centres undefined),-5,3
NC(C(=O)N1CCC(Nc2ccc3[nH]ncc3c2)CC1)c1cccc(Br)c1 (centres undefined),-1,9
O=C(NC1CC1)C1CCN(c2ccc(Nc3ccc(N4CCOCC4)cc3)nn2)CC1,-2,5
COc1cc(NC(=O)c2cnc(-c3cccc(C(C)=O)c3)s2)cc(OC)c1OC,16,-15
# Other structures.
SMILES,ASK1 inh,ULK1 primary
NC1CCN(c2c(F)cc3c(=O)c(C(=O)O)cn(C4CC4)c3c2Cl)C1 (centres undefined),.,2
Cc1noc(C)c1-c1nc(NCc2cccc(C(F)(F)F)c2)c2ncn(C(C)C)c2n1,-4,-10
NCCn1ncc2c(N3CCN(c4ccccc4)CC3)ncnc21,.,0
CC(=O)Nc1ccc(Nc2nc(-c3ccccc3)nc3c2ncn3Cc2ccc(C(F)(F)F)cc2)cc1,-2,-45
O=C(Nc1ccc(Cn2cncn2)cc1)c1cccc(-n2cc(Nc3nccn3-c3ccccc3)cn2)c1,-4,-2
COc1cc(Nc2cc(Nc3ccccn3)ncn2)cc(OC)c1OC,12,3
c1ccc(CNc2cc(Nc3nccc4ccccc34)ncn2)cc1,-16,-14
CC(C)N(CCNc1ncnc2nc(N3CCc4ccccc4C3)[nH]c12)C(C)C,-4,8
O=C1CCCN1CCCNc1nc(-c2cccs2)nc2c1ncn2Cc1ccc(C(F)(F)F)cc1,0,-58
c1cncc(CNc2ncnc3nc(N4CCN(Cc5ccc6c(c5)OCO6)CC4)[nH]c23)c1,4,16
O=C(CC1CCCC1)NCc1nnnn1-c1ccc(F)cc1,.,0
COc1cc2nc(-c3cccc(N)c3)nc(Nc3ccc(NC(C)=O)cc3)c2cc1OC,14,-15
Cc1cc(Nc2ccccc2)nc(NCc2cccnc2)n1,-4,9
COc1ccc(CCNC(=O)Cc2cn(-c3ccc(N4CCN(c5ccccn5)CC4)nn3)c3ccccc23)cc1,4,9
O=C(NCc1ccccc1)c1ccc2nc(-c3cccs3)sc2c1,3,1
CC(C)Nc1nc(-c2ccc(Cl)cc2)c(S(C)(=O)=O)cc1C#N,.,-12
CC(C)N(CCNc1ncnc2c1nc(Nc1cccc(N(C)C)c1)n2C(C)C)C(C)C,-6,4
O=C(CCN1CCN2CCCC2C1)N1c2ccccc2Sc2ccc(Cl)cc21 (centres undefined),.,0
Cc1cccc(-c2nc(C)cc(NCCCN3CCOCC3)n2)c1,-6,5
Cc1nn(C)c(C)c1-c1nc(NCc2ccccc2)c2ncn(Cc3ccc(C(F)(F)F)cc3)c2n1,-10,11
CCOc1ccc(N=C(c2cc([N+](=O)[O-])cc([N+](=O)[O-])c2)N2CCOCC2)cc1,.,-2
CCn1cc(C(=O)O)c(=O)c2ccc(Cc3ccccc3)nc21,.,-10
O=C1CCCN1CCn1cnc2c(NCc3cccnc3)nc(Nc3ccc(N4CCOCC4)cc3)nc21,6,27
O=C(NCc1nc2ccccc2[nH]1)c1ccc2nc(NC3CCN(Cc4ccccc4)CC3)sc2c1,8,-8
COc1ccc(CCNC(=O)Cn2c(=O)n(Cc3ccc(F)cc3)c(=O)c3ncccc32)cc1OC,.,6

# Ordered by length of the SMILES (low to high): part of the list above.
SMILES,ASK1 inh,ULK1 primary
O=C(CC1CCCC1)NCc1nnnn1-c1ccc(F)cc1,.,0
NCCn1ncc2c(N3CCN(c4ccccc4)CC3)ncnc21,.,0
c1ccc(CNc2cc(Nc3nccc4ccccc34)ncn2)cc1,-16,-14
CCn1cc(C(=O)O)c(=O)c2ccc(Cc3ccccc3)nc21,.,-10
O=C(CCN1CCN2CCCC2C1)N1c2ccccc2Sc2ccc(Cl)cc21 (centres undefined),.,0
CC(C)N(CCNc1ncnc2nc(N3CCc4ccccc4C3)[nH]c12)C(C)C,-4,8
Cc1noc(C)c1-c1nc(NCc2cccc(C(F)(F)F)c2)c2ncn(C(C)C)c2n1,-4,-10
c1cncc(CNc2ncnc3nc(N4CCN(Cc5ccc6c(c5)OCO6)CC4)[nH]c23)c1,4,16
O=C1CCCN1CCn1cnc2c(NCc3cccnc3)nc(Nc3ccc(N4CCOCC4)cc3)nc21,6,27
O=C(NCc1nc2ccccc2[nH]1)c1ccc2nc(NC3CCN(Cc4ccccc4)CC3)sc2c1,8,-8
COc1ccc(CCNC(=O)Cn2c(=O)n(Cc3ccc(F)cc3)c(=O)c3ncccc32)cc1OC,.,6
O=C(Nc1ccc(Cn2cncn2)cc1)c1cccc(-n2cc(Nc3nccn3-c3ccccc3)cn2)c1,-4,-2
CCOc1ccc(N=C(c2cc([N+](=O)[O-])cc([N+](=O)[O-])c2)N2CCOCC2)cc1,.,-2
COc1ccc(CCNC(=O)Cc2cn(-c3ccc(N4CCN(c5ccccn5)CC4)nn3)c3ccccc23)cc1,4,9

# (more compounds)
SMILES,ASK1 inh,ULK1 primary
COc1ccc(-c2nc(C)cc(NCCOc3ccccc3)n2)cc1,-4,-17
CCOC(=O)C1CCN(C(c2ccccn2)c2c(O)cc(C)n(CCOC)c2=O)CC1 (centres undefined),.,8
COC(=O)CCC(=O)CN,.,6
COc1ccc(CCNc2nc(Nc3nccc4ccccc34)nc3c2ncn3CCN2CCCC2=O)cc1,-8,3
CN(C)c1cccc(Nc2nc(NCCN3CCOCC3)c3ncn(C4CCCCC4)c3n2)c1,25,1
Cc1cc(Br)ccc1OCC(=O)NNC(=O)c1cccnc1,.,0
COc1cc(Nc2nc(NCCN(C(C)C)C(C)C)c3ncn(-c4ccccc4)c3n2)cc(OC)c1OC,14,0
Cn1nccc1Nc1cc(NC2CCN(Cc3ccccc3)CC2)ncn1,1,20
Oc1cccc(O)c1,.,7
CCN1/C(=C/C=C/c2sc3ccccc3[n+]2CC)Sc2ccccc21,.,9
N[C@H](Cc1ccccc1Cl)c1nc2ccc(-c3ccncc3)cc2[nH]1,-7,-2
OC1CCN(c2cc(F)cc(-c3ccnc(Nc4ccc(-n5cnc(-c6ccccn6)n5)cc4)n3)c2)CC1,7,-30
CCN(CC)C(=O)C1CCCN(c2nc(NCCN3CCOCC3)c3ncn(C4CCCCC4)c3n2)C1 (centres undefined),2,3
COc1cc2nc(Nc3ccc(-n4ccnc4)cc3)nc(Nc3ccc(N4CCOCC4)cc3)c2cc1OC,17,-2
O=C(NC1CC1)c1ccc2nc(-c3ccccc3)sc2c1,-10,-7
Cc1cnc(Nc2ccc3ncccc3c2)nc1NCc1ccccc1,9,11

# Part of the list above in a different format.
# Every second line gives: ASK1 inh | ULK1 primary
- O=C(N[C@@H]1CCc2ccccc21)c1cccc(-n2cc(NC(=O)C3CCc4ccccc43)cn2)c1 (some centres undefined)
→ -4 | -10
- Cn1c(Nc2nc(NCc3cccc(C(F)(F)F)c3)c3ncn(-c4ccsc4)c3n2)nc2ccccc21
→ -7 | -4

# Compounds were not picked by outcome; about 2.4% have a hit in one of these screens.
